Screens deposited in PubChem BioAssay by several laboratories.
Rac1 mut GTP – modulators of GTP binding to human Rac1 activated mutant; actives 0.11% (n = 190,000); P63000; percent activity (GTP binding), % at 10 µM; AID 764; GST-Rac1 activated beads, fluorescent GTP binding, flow cytometry; actives lie on both sides; 100% means binding = to untreated wells;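 active means GTP binding at least 20 percentage points away from the 100% baseline, in either direction, so actives lie on both sides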
Avidin fluor – compound fluoresces at 488/530 nm on avidin beads. compound fluorescence 488/530 nm, flow cytometry; stronger effect = higher value. fluorescence (KMESF) at 10 µM. actives 0.38% (n = 220,000). AID 1775; in the data active means fluorescence above about 47; further: inactives centre near 10
Bim-Mcl-1 – disrupts Bim peptide binding to human Mcl-1 | Q07820 | Bead-based flow cytometry, Bim peptide-Mcl-1 binding | inhibition, % at 10 µM | actives 0.1% (n = 190,000); in the data active means inhibition above about 40%;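 further: 0% = no compound tracer wells and 100% = peptide blocker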
Target sequence (Q07820 whole entry, looked up): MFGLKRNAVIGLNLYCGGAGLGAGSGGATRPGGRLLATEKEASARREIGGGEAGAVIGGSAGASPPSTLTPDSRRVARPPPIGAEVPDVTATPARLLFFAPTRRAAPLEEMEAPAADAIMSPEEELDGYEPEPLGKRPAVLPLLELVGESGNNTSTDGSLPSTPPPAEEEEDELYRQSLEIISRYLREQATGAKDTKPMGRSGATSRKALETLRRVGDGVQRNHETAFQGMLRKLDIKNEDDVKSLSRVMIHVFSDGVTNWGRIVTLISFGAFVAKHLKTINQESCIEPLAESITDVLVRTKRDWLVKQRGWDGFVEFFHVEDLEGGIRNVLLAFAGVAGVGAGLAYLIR
Rab2 wt GTP – changes GTP binding to wildtype dog Rab2A, up or down; actives 0.19% (n = 190,000); AID 760; P61105; GTP binding activity, % at 10 µM; GST-Rab2 wt beads, Bodipy-GTP binding, flow cytometry;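 active means GTP binding activity at least 20 points away from 100%, either lowered or raised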;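 further: 0% = beads with excess unlabeled GTP and 100% = no-compound control corrected for plate trend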
Rab7 wt GTP bind – dog Rab7 wildtype GTP binding, inhibitors and activators; GST-Rab7 beads, fluorescent GTP binding, flow cytometry; actives lie on both sides; untreated = 100%, excess cold GTP = 0%; GTP binding activity (percent of control), % at 10 µM; actives 0.055% (n = 190,000);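 active means fluorescent GTP binding to Rab7 beads changed by at least 20 points from the 100% baseline, either direction, mostly lower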;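 further: median green fluorescence of bound Bodipy-FL-GTP per Rab7 bead population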
Mcl1 Bid PPI – Mcl-1/Bid interaction inhibition. actives 0.97% (n = 220,000). inhibition, % at 21.7 µM. TR-FRET Mcl-1/Bid-Dy647 peptide binding, 1536-well. Q07820;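 active means compounds that cut the binding signal by more than half at the single screening dose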;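 further: His-tagged Mcl-1 with europium anti-His antibody binding Bid BH3 peptide; 0% = Mcl-1 plus peptide wells and 100% = peptide-only wells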
Cdc42 wt GTP – modulators (inhibitors or activators) of GTP binding to human Cdc42 wildtype; GST-Cdc42 beads, Bodipy-GTP binding, flow cytometry; actives lie on both sides; percent activity (GTP binding), % at 10 µM; AID 761; P60953; actives 0.2% (n = 190,000);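 active means percent activity GTP binding at least 20 points away from the 100% baseline, either down as inhibitor or up as activator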;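 further: median bead fluorescence of bound Bodipy-FL-GTP at 100 nM; 0% = excess unlabeled GTP control and 100% = no compound control; below 100% means less GTP binding so inhibitor and above means activator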
Target sequence (P60953 whole entry, looked up): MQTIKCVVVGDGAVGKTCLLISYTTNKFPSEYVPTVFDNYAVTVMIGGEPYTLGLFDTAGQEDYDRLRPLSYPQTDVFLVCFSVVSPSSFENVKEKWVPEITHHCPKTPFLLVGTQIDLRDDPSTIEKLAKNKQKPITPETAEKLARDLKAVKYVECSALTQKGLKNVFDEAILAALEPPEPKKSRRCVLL
Mcl1-Noxa inh – Mcl-1/Noxa interaction inhibition. Q07820. TR-FRET Mcl-1/Noxa peptide binding, 2 h. inhibition, % at 21.7 µM. actives 1.5% (n = 220,000);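 active means compounds that cut the protein-peptide binding signal by more than 50% relative to plate controls in a single-dose test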;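 further: His-tagged Mcl-1 with rhodamine Noxa BH3 peptide and terbium anti-His antibody; 0% = Mcl-1 plus Noxa peptide wells and 100% = peptide-only wells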
HRas wt GTP bind – modulators of GTP binding to human HRas wildtype; actives 0.14% (n = 190,000); GST-Ras wt beads, Bodipy-FL-GTP binding, flow cytometry; actives lie on both sides; P01112; GTP binding activity, % at 10 µM;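 active means GTP binding activity at least 20% away from the 100% baseline, either lowered as inhibitor or raised as activator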;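 further: 0% = unlabeled GTP competition control and 100% = no-compound control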
Target sequence (P01112 whole entry, looked up): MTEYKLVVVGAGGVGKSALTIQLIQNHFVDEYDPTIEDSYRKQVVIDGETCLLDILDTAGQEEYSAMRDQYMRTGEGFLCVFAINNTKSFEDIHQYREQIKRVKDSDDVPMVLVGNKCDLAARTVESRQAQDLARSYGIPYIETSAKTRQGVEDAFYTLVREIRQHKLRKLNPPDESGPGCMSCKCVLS
Rac1 wt modul – alters GTP binding to wildtype human Rac1 | P63000 | GST-Rac1 beads, fluorescent GTP binding, flow cytometry; actives lie on both sides; 0 = cold GTP competed, 100 = untreated | GTP binding activity (% of control), % at 10 µM | actives 0.27% (n = 190,000) | AID 757;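 active means GTP binding activity at least 20 points away from the 100% control level, either lower or higher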
Pf gamet viab – P. falciparum stage V gametocyte viability inhibition; P. falciparum stage V gametocytes, ATP luminescence, 24 h; inhibition, % at 10.9 µM; actives 0.065% (n = 150,000); AID 743093;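 active means inhibition above the mean plus 3 SD of compounds within the control limits, set per campaign, cut at about 38% in these data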;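 further: 0% = DMSO wells and 100% = medium only without gametocytes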
* = called active by the depositor; x = not tested or not shown. This is a random part of the collection. About 2.7% of those tested had a hit in this group.

Results follow in this order: Rac1 mut GTP	Avidin fluor	Bim-Mcl-1	Rab2 wt GTP	Rab7 wt GTP bind	Mcl1 Bid PPI	Cdc42 wt GTP	Mcl1-Noxa inh	HRas wt GTP bind	Rac1 wt modul	Pf gamet viab
> CCn1c(=O)c2c3c(sc2n2cnnc12)CCC3
  96	5	0	96	99	-9	97	20	97	97	x
> Nc1ccc(-c2sc(N)nc2-c2ccccc2)cc1
  98	10	-1	96	94	-48	97	26	97	98	x
> Cc1ccc(CN2CCN(Cc3cnc(C)[nH]3)CC2CCO)cc1 (configuration not stated)
  97	11	-2	99	101	-4	96	10	99	101	7
> Cc1ccc(N(Cc2ccc(C(=O)Nc3c(C)n(C)n(-c4ccccc4)c3=O)cc2)S(C)(=O)=O)cc1C
  97	9	-2	98	104	-36	98	9	98	98	11
> O=C(CC1NCCNC1=O)Nc1ccccc1 (configuration not stated)
  95	9	0	95	97	-31	105	-1	96	94	5
> COc1cc(OC)cc(C2=NC3(CCC(C)CC3)NC2=S)c1 (configuration not stated)
  94	6	-4	96	98	-16	96	18	97	98	-16
> O=C(NCC1CCCO1)c1ccc(NS(=O)(=O)c2ccccc2)cc1 (configuration not stated)
  96	2	-5	93	98	-26	96	8	94	98	x
> CC(NC(=O)COC(=O)[C@@H]1CCCN1S(=O)(=O)c1ccccc1F)C12CC3CC(CC(C3)C1)C2 (some centres not stated)
  100	14	-2	102	99	-5	96	19	102	104	-6
> Cc1ccc(-n2cnc(=O)c3cccnc32)cc1
  105	15	0	102	102	-29	109	9	106	116	4
> N#Cc1cccc(NC(=O)CSc2ccc3c4c(cccc24)C(=O)c2ccccc2-3)c1
  101	38	-1	103	105	74*	101	22	101	102	x
> CCN(CC)c1nc2cc(OC)ccc2cc1C#N
  96	32	0	96	97	15	96	3	97	97	x
> Cc1cccc(C)c1NC(=O)C1(NC(=O)C2CCC(=O)N2)CCCCC1 (configuration not stated)
  99	2	-1	99	92	-18	105	-4	96	115	4
> CCOC(=O)c1c(NC(=S)Nc2ccccc2C)sc2c1CCC2
  98	9	-3	96	97	-25	91	21	96	98	15
> CN(c1ccccc1)S(=O)(=O)c1cccc(NC(=O)CSc2nncn2C)c1
  99	14	-4	98	103	-24	100	15	101	102	1
> O=C(O)CN1C(=O)C2C3CC(C2C1=O)C1C(c2ccccc2)c2sc(=O)[nH]c2SC31 (configuration not stated)
  100	3	0	97	97	-41	100	26	100	103	8
> Nc1ccc(C(=O)N/N=C\C=C\c2cccc([N+](=O)[O-])c2)cc1
  96	25	-1	100	105	-10	102	7	100	97	-3
> O=C(CCCOc1ccc(Cl)cc1Cl)N1CCc2ccccc2C1
  96	22	1	94	100	15	98	25	97	98	x
> Cc1ccnc2nc(C(=O)Nc3cc(Cl)ccc3N3CCOCC3)nn12
  90	11	-2	95	97	-16	95	24	96	93	x
> COc1ccc(C2NC(=S)NC(C)=C2C(=O)Nc2ccccn2)cc1 (configuration not stated)
  98	9	0	100	101	-58	97	13	100	99	x
> O=C(NC1CCCCC1)N1CCc2ccccc21
  98	16	0	99	101	-2	98	14	97	100	3
> O=C(Nc1ccc(S(=O)(=O)N2CCCC2)cc1)c1ccc(CN2CCc3ccccc3C2)cc1
  97	10	-7	96	97	4	99	11	98	99	9
> COc1ccc(-c2nc3ncccn3c2Nc2ccccc2)cc1
  99	15	0	99	99	-26	100	6	98	101	x
> Cc1cccc(CN2CCN(C(=O)CCc3nnc(C4CCCCC4)o3)CC2)c1
  93	12	-3	94	92	-16	97	8	94	92	13
> Cc1nn(CCCC(=O)NCCc2ccccc2)c(C)c1[N+](=O)[O-]
  97	16	x	95	93	-1	96	12	99	100	-9
> Cc1ccc(NC(=O)NNC(=O)C2CCN(Cc3ccc(F)cc3Cl)CC2)cc1
  97	13	-1	97	100	-13	98	16	98	99	0
> Oc1c(-c2cc(-c3ccco3)[nH]n2)ccc2ccccc12
  100	8	-2	101	104	-12	104	23	100	103	-22
> CCCN(Cc1cc2cc(C)ccc2[nH]c1=O)S(C)(=O)=O
  103	13	-1	103	100	-17	105	-1	102	109	11
> O=C(Cn1cnc2ccccc21)N1CCN(S(=O)(=O)c2ccccc2)CC1
  99	9	0	96	93	-30	95	9	97	99	-16
> CCOc1ccc(C(=O)N(CN2CCCC2=O)c2ccccc2)cc1
  99	8	-3	101	103	-19	100	4	100	104	4
> Clc1ccccc1OCc1nnc(-c2ccccc2Br)o1
  96	17	0	96	96	-18	97	9	98	94	1
> CC(C)C(Nc1ccc(C(F)(F)F)cc1[N+](=O)[O-])C(=O)O (configuration not stated)
  90	12	1	93	98	-12	90	14	94	93	13
> CCCOC(=O)C1=C(C)OC23OC(N)=C(C#N)C12C(=O)c1ccccc13 (configuration not stated)
  99	21	-2	99	100	-15	98	13	99	103	x
> Cc1cccc(-c2nnc(-c3ccccc3)o2)c1
  97	5	0	97	99	-13	99	0	99	100	20
> O=C(NC1CCCC1)C(c1ccncc1)N(Cc1ccccc1)C(=O)c1ccc(-c2ccccc2)[nH]1 (configuration not stated)
  99	10	-7	99	100	5	101	3	100	102	x
> CCn1c(COc2ccccc2Cl)nnc1SCC(=O)Nc1ncccc1C
  102	4	-5	100	101	-14	99	-2	101	106	14
> Cc1ccc(NCc2n[nH]c(=S)n2Cc2ccccc2)cc1Cl
  93	65*	-4	97	94	-21	97	4	95	97	14
> COC(=O)CSc1nnc2n(C3CCCCC3)c(=O)c3c4c(sc3n12)CCCC4
  98	8	0	98	101	-35	103	3	101	102	x
> C=CCNC(=S)NNc1nc2c(c(=O)[nH]1)C1(CCCC1)Cc1ccccc1-2
  100	12	-1	100	98	-30	99	-14	101	101	x
> O=C(Nc1ccc(C(=O)NN2C(=O)c3ccccc3C2=O)cc1)c1ccccc1
  92	8	-3	97	99	-23	93	-2	95	97	x
> CCCC(=O)Nc1nnc(SCC(=O)Nc2ccc3c(c2)OCO3)s1
  94	15	8	96	95	-3	98	0	96	101	-17
> COc1ccc(C(=O)NC(=S)Nc2ccc(S(N)(=O)=O)cc2)cc1
  97	10	-4	100	105	-22	98	8	101	102	-23
> Cc1c(Cl)cccc1Nc1nc(N)nc(CSCCO)n1
  102	37	-1	102	101	2	103	18	103	108	24
> Cn1nc([N+](=O)[O-])nc1N1CCN(c2ccc(F)cc2)CC1
  96	14	0	97	98	-7	98	8	99	97	x
> CCCCN(C)C1CCN(C(=S)Nc2ccc(OCC)cc2)CC1
  97	18	-3	104	106	-53	109	-2	102	104	-3
> Cc1ccc2c(c1)CCCN2C(=O)NC1CCCCC1
  94	10	-5	98	95	-36	98	14	95	97	-6
> CCC(c1nnnn1C(C)(C)C)N1CCN(C2CCCC2)CC1 (configuration not stated)
  101	11	0	101	106	-24	105	0	104	108	4
> O=c1[nH]c2ccc(NS(=O)(=O)c3ccc([N+](=O)[O-])cc3)cc2[nH]1
  93	8	0	97	101	-11	92	8	93	89	0
> Cc1cc(C)nc(N/N=C/c2cc(C)n(CC(F)(F)F)c2C)n1
  95	10	0	103	104	-51	96	12	95	97	5
> Cc1nc(Nc2ccc3c(c2)OCCO3)c2oc3ccccc3c2n1
  95	x	0	96	96	9	99	30	97	97	15
> CCOC(=O)COC(=O)c1ccc(O)cc1
  97	9	-2	98	95	-2	96	9	98	98	x
> CNC(C)c1ccc(S(N)(=O)=O)cc1 (configuration not stated)
  92	10	0	99	96	-6	98	-2	99	102	20
> COc1ccc(CCNC(=O)/C(=C/c2cccnc2)NC(=O)c2ccccc2)cc1
  99	14	0	102	107	-5	98	27	102	101	2
> Cc1ccc(CN2CCN(Cc3ccccc3C(F)(F)F)CC2)cc1
  98	12	-1	102	95	21	99	17	101	100	x
> Cc1cccc(C)c1OCc1nc2ccccc2c(=O)n1/N=C/c1ccc(OCC(=O)O)cc1
  98	4	-9	98	102	3	100	15	102	112	x
> COc1ccc(C(=O)COc2ccccc2C(=O)Nc2ccccc2)cc1
  95	9	0	96	98	1	95	16	95	97	10
> O=C(COc1ncnc2ccccc12)Nc1cc([N+](=O)[O-])ccc1Cl
  94	9	-2	100	102	-29	98	20	98	95	x
